# Assay outcomes from PubChem BioAssay.
# Lipid storage S3 – qHTS Assay for Lipid Storage Modulators in Drosophila S3 Cells | Drosophila S3 cells, BODIPY lipid droplet fluorescence, 18-24 h; cells fed with added oleic acid | Potency in µM for hits, for the others lipid storage change, negative = inhibition, % at the top dose, mostly 46.1 µM | 0.64% of 320,000 active | AID 2685; active means well fitted inhibition curve with a large enough effect in the signal ratio, with a control signal flat, not every such curve was filed as active; inconclusive means small, poorly fitted or top-dose-only effect, or effect the other way, or a change in a side signal; the % refers to the signal ratio
#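 Drosophila S3 cells loaded with oleic acid (400 uM, as added) and compounds at several concentrations; lipid droplets imaged by 488-nm laser-scanning cytometry, 500–530 nm intensity and object ratio to cell channel. Percent activity normalized to 20 uM Triacsin C.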
# Lipid storage S3 cell count max – recorded beside Lipid storage S3, whose call it bears; cell number change, %; measured here: cell count max response;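 cells counted by Cell Tracker Red CMTPX staining in the red channel; peak over a dose series mostly up to 46.1 µM; percent activity relative to internal control wells on each plate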
# * = called active by the depositor; i = inactive; ? = inconclusive; . = not tested or not shown. On the % scale 0 is the no-effect control and ±100 the full control effect; potency means the concentration at half of the fitted maximal effect.
# Start of the data: the first 2 compounds (preview)
# Second line of a record: Lipid storage S3	Lipid storage S3 cell count max
O=C(NC(Cc1ccccc1)C(=O)OCC(=O)N1CCc2ccccc21)c1ccco1 (centres undefined)
→ ?	.
Cc1ccc(-c2nnc(SCc3nc4ccccc4[nH]3)n2Cc2ccco2)cc1
→ ?	.

# This part in full (from the top)
# Second line of a record: Lipid storage S3	Lipid storage S3 cell count max
O=C(NC(Cc1ccccc1)C(=O)OCC(=O)N1CCc2ccccc21)c1ccco1 (centres undefined)
→ ?	.
Cc1ccc(-c2nnc(SCc3nc4ccccc4[nH]3)n2Cc2ccco2)cc1
→ ?	.
COc1cc(S(=O)(=O)NCC(c2ccco2)N2CCCCC2)ccc1NC(C)=O (centres undefined)
→ 22%	-12
[O-][n+]1c2ccccc2[n+]([O-])c2cc(O)ccc21
→ 4%	9
Cn1c(Cc2ccc3c(c2)OCO3)nnc1SCC(=O)N1CCc2ccccc2C1
→ ?	.
CCOc1ccc(CN2CCN(c3ncnc4scc(-c5ccccc5)c34)CC2)cc1
→ ?	.
O=C(O)CCNc1ccc(Cl)cc1
→ 1%	5
O=C(CSc1n[nH]c(=O)[nH]c1=O)N/N=C/c1ccccc1O
→ ?	.
Cc1cccc(NC(=O)CCC2CCN(Cc3nccs3)CC2)c1
→ ?	.
COC(=O)Cc1ccc(NC(=S)NCc2ccccc2Cl)cc1
→ -9%	-16
Clc1ccc(CO/N=C/c2c(-c3ccccc3)nc3n2CCS3)c(Cl)c1
→ ?	.
CCc1ccc(OCC(=O)NNC(=O)Cc2cccs2)cc1
→ 14%	1
C/C(=N/NC(=O)CNC(=O)c1cccnc1)c1cccc([N+](=O)[O-])c1
→ 2%	-5
COc1ccc(C2CC(c3ccc(OC)cc3)n3nc(NS(C)(=O)=O)nc3N2)cc1 (centres undefined)
→ ?	.
CCN1CCN(C(=O)CN(c2cc(OC)ccc2OC)S(C)(=O)=O)CC1
→ ?	.
CCC(=O)c1ccc(OCC(=O)N(C)CC(=O)Nc2cccc(F)c2)cc1
→ 0%	9
O=C(CN1C(=O)C2C3C=CC(C4CC34)C2C1=O)Nc1cccc2ncccc12 (centres undefined)
→ 0%	0
COc1ccc(/C=N/n2c(C)nnc2C)c(OC)c1OC
→ ?	.
COc1cccc(/C=N/n2c(-c3n[nH]c4c3CCC4)n[nH]c2=S)c1O
→ 11%	.
COc1ccc(Cl)cc1C(=O)NNC1CC(=O)N(Cc2ccc(Cl)cc2)C1=O (centres undefined)
→ ?	.
CCN1C(=O)[C@H]2[C@@H](c3ccc(-c4ccc(OC)cc4)cc3)N[C@@](C)(C(=O)OC)[C@H]2C1=O
→ ?	.
Cc1ccc(C)c(NC(=S)NC(NC(=O)/C=C/c2ccccc2)C(Cl)(Cl)Cl)c1 (centres undefined)
→ ?	.
CN1CCOCCOCCN(C)C(=O)N2CCOCCOCCN(CCOCC2)C1=O
→ ?	.
Cc1ccc(CCNC(=O)CN2C(=O)COc3ccc(S(=O)(=O)N4CCCCC4)cc32)cc1
→ i	.
CCN(CC)CCn1c(NC(=O)c2ccc(C)cc2)nc2ccccc21
→ -15%	7
CC(=O)NC1=NN(C(C)=O)C2(S1)C(=O)N(C(C)=O)c1ccc(C)cc12 (centres undefined)
→ -1%	4
FC(F)Oc1ccc(NC(=S)NCc2ccccc2)cc1
→ -2%	-5
Cc1ccc(C(=O)Nc2nnc(SCC(=O)N3CCCc4ccccc43)s2)cc1
→ -19%	2
O=C(NCC(c1cccs1)N1CCOCC1)c1ccc(Cl)c(S(=O)(=O)N2CCOCC2)c1 (centres undefined)
→ 20%	22
COc1ccc(/C=N/NC(=O)C(C)n2cnc3ccccc3c2=O)cc1OC (centres undefined)
→ ?	.
Cc1ccnc(SCc2ccc(C(=O)O)cc2)n1
→ ?	.
Cc1noc(C)c1CCC(=O)O
→ -27%	0
CCCOc1cccc(OCC(=O)Nc2nc3ccccc3[nH]2)c1
→ ?	.
C=CCNC(=S)N1CCC(Cc2ccccc2)CC1
→ ?	.
Cc1cc(NC(=O)CSc2nc(C(C)C)nc3ccccc23)no1
→ i	.
O=C(Nc1ccccc1)C1CCCN(C(=O)c2ccc(F)cc2)C1 (centres undefined)
→ ?	.
Cc1cc2c(s1)c1cnn(Cc3ccccc3F)c(=O)c1n2C
→ ?	.
O=C(O)c1ccc(-n2nc(C(F)(F)F)c3c2-c2ccoc2CC3)cc1
→ i	0
CC(C)(C)C(=O)Nc1ccc(N2CCCC2)cc1
→ ?	.
CN1CCN(C(=O)C(C(=O)c2ccc(F)cc2)n2ccccc2=O)CC1 (centres undefined)
→ 5%	20
CCCC(=O)N(c1ccc2oc(C)c(C(C)=O)c2c1)S(=O)(=O)c1ccc(C(=O)O)cc1
→ ?	.
CCOC(=O)C1=C(c2ccccc2)Nc2nc(C)nn2C1c1cccc(OC)c1OC (centres undefined)
→ ?	.
COC(=O)C1C(c2ccc(OC)cc2)NC(=O)NC1(O)C(F)(F)Cl (centres undefined)
→ ?	.
C(=N\N1CCN(c2ccccn2)CC1)/C1=C(N2CCOCC2)C(=C/c2ccccc2)/CC1
→ ?	.
CC(C)CNC(=O)NC(=O)COc1c(F)c(F)cc(F)c1F
→ 14%	2
CC(C)C[C@H](NC(=O)NCCc1ccc(Cl)cc1)C(=O)O
→ ?	.
CC(C)=C1C2CCC1C1C(=O)N(c3ccc(C)c(C)c3)C(=O)C21 (centres undefined)
→ 2%	-2
O=c1c2ccccc2[nH]c(=S)n1CCN1CCc2ccccc2C1
→ -2%	12
CCn1c(=O)cc(OCC(=O)NCc2cccs2)c2ccccc21
→ 1%	5
O=C(NCc1nnc(SCC(=O)N2CCOCC2)o1)c1c(F)cccc1Cl
→ 3%	11

# (next part)
# Second line of a record: Lipid storage S3	Lipid storage S3 cell count max
CC(=O)Nc1sc(N/N=C/c2ccc(C)cc2)nc1-c1ccc(C)cc1
→ 2%	7
O=C(NC1CCN(S(=O)(=O)c2cccc(F)c2)CC1)c1ccc(F)cc1
→ ?	.
COc1ccc(N2C(=O)Cc3ccccc3C2=O)cc1
→ 7%	11
COCCn1c(SC(C)C(=O)Nc2ncc(Cl)cc2Cl)nc2ccccc21 (centres undefined)
→ ?	.
COc1ccc(-n2c(SC(C)C(=O)Nc3ccc(NC(C)=O)cc3)nc3ccccc3c2=O)cc1OC (centres undefined)
→ i	-7
CC(C)Oc1ccc(C(=O)NC(C)(C)CO)cc1
→ ?	.
CCCCC(=O)N(Cc1nc2sc(C)c(C)c2c(=O)[nH]1)C1CCCC1
→ 24%	-4
CCc1ccc(NC(=O)CSc2nnnn2-c2cccnc2)cc1
→ ?	.
Cc1ccnc(SCC(=O)N2CCc3ccccc32)n1
→ ?	.
CCC(C)NC(=O)CN1C(=O)NC2(CCc3ccccc3C2)C1=O (centres undefined)
→ -4%	11
O=C(NCCn1cccn1)C1CCC(=O)N(CC2CCCCC2)C1 (centres undefined)
→ 19%	.
O=c1/c(=C/c2cn(-c3ccccc3)nc2-c2ccc(F)cc2)sc2nc3ccccc3n12
→ -4%	3
O=C(O)c1ccc(/C=N/N2CCN(Cc3ccc(Cl)cc3)CC2)cc1
→ 4%	-3
COc1cccc(C(=O)NC2CCN(C(=O)N3c4ccccc4Sc4ccccc43)CC2)c1
→ ?	.
COC(=O)c1sc(NC(=S)NC(=O)c2ccc(F)cc2)nc1C
→ -3%	7
O=[N+]([O-])c1ccc(Oc2ccc(Oc3ccc(C(F)(F)F)cn3)cc2)nc1
→ -4%	17
COc1ccc(NC(=O)c2ccc(S(=O)(=O)N(C)c3ccccc3)cc2)cn1
→ -14%	-3
O=C1OC(COc2ccc(Br)cc2)CN1c1ccccc1 (centres undefined)
→ ?	.
CCCOc1ccccc1C(=O)Nc1ccc(S(=O)(=O)N2CCN(C)CC2)cc1
→ -7%	-29
Cc1ccc(NCC(=O)N2CCN(S(=O)(=O)c3ccccc3)CC2)cc1F
→ ?	.

# Full records, quoted from the list:
# CCN1CCN(C(=O)CN(c2cc(OC)ccc2OC)S(C)(=O)=O)CC1 is entered as Lipid storage S3: ?; Lipid storage S3 cell count max: .
# COc1cc(S(=O)(=O)NCC(c2ccco2)N2CCCCC2)ccc1NC(C)=O (centres undefined) is entered as Lipid storage S3: 22%; Lipid storage S3 cell count max: -12
# O=C(O)c1ccc(/C=N/N2CCN(Cc3ccc(Cl)cc3)CC2)cc1 is entered as Lipid storage S3: 4%; Lipid storage S3 cell count max: -3

# Following part
SMILES	Lipid storage S3	Lipid storage S3 cell count max
Cc1c(C)n(Cc2ccccc2)c2ncnc(NCCO)c12	8%	11
COC(=O)NNS(=O)(=O)c1ccc(C)cc1	?	.
O=C(c1ccc([N+](=O)[O-])cc1)N1CCSC1c1cccc(Cl)c1 (centres undefined)	1%	9
O=S(=O)(NCc1ccco1)N1CCOCC1	?	.
Cc1nc(NC(=O)C23CC4CC(CC(C4)C2)C3)sc1Cc1ccc2c(c1)OCO2	?	.
Oc1cccc(Oc2ncc(C(F)(F)F)cc2Cl)c1	?	.
CC1CN(C(=O)CCCN2C(=O)c3ccccc3C2=O)CC(C)O1 (centres undefined)	?	.
C=C1c2cc(C)ccc2NC(=O)N1c1ccccc1	?	.
Cc1cccc(NCC(=O)N/N=C\c2c[nH]c3ccccc23)c1	-4%	6
COCCN1Cc2cccc(C(=O)Nc3c(C)cccc3C)c2C1=O	?	.
CC(=O)CCn1cc([N+](=O)[O-])nc1C	-9%	-14
O=C(NCc1ccncc1)C(=O)C1C(=O)Nc2ccccc21 (centres undefined)	?	.
Cc1nn2cnnc2c(C)c1Cc1c(F)cccc1Cl	3%	12
O=C1OCc2cccc3cccc1c23	34%	-6
CCN1CCC(NCCc2ccc(F)cc2)CC1	?	.
O=C(COc1cc(F)ccc1[N+](=O)[O-])NCCCc1ccccc1	8%	5
O=C(CCN1C(=O)/C(=C/c2ccc3c(c2)OCO3)SC1=S)Nc1cccc(C(=O)O)c1	?	.
CN(CC(=O)Nc1ccccc1Cl)C(=O)COC(=O)c1ccc(Cl)cc1[N+](=O)[O-]	?	.
CCOc1ccc(NC(=O)CN2CCN(Cc3c(F)cccc3F)CC2)cc1	?	.
Cn1c(COc2cccc3ccccc23)nnc1SCC(=O)OC1CCCCC1	2%	19
O=C(CN1CCC(n2nnc3cc(F)ccc32)CC1)N1CCc2ccccc2C1	?	.
COc1ccccc1NC(=O)CSc1nnc(Cn2cnc3ccccc32)n1C	i	17
CC1C(=O)N2CCCc3cc(NC(=O)C(=O)NCCc4c[nH]c5ccccc45)cc1c32 (centres undefined)	?	.
Cc1ccc(NC(=O)Cn2nnc(C(=O)NCc3cccs3)c2N)cc1Cl	i	1
O=C(CCN1CCN(c2ccccc2)CC1)NNC(=O)Cc1c(F)cccc1Cl	?	.
O=C1C=C(N2CCOCC2)C2(CCCCC2)O1	?	.
COc1ccc(-c2csc3nc(-c4ccccc4F)oc(=O)c23)cc1	6%	15
COc1ccc(NC(=O)c2ccccc2NS(=O)(=O)c2ccc(CNC(C)=O)cc2)c(OC)c1	?	.
COCc1nnc(NC(=O)c2ccc(S(=O)(=O)N3CCCC3)cc2)o1	?	.
Cc1cccc(NC(=O)N2CCN(Cc3ccccc3)CC2)c1	-6%	1
O=CN1CCN(C(=O)c2ccc(-c3nc4ccccc4s3)s2)CC1	11%	8
COc1ccc(Cc2nc3ccc(C(=O)NCC4COCCO4)cc3o2)cc1OC (centres undefined)	?	.
COC(=O)c1ccc(NC(=O)CSc2nc(=O)n3cccc(C)c3n2)cc1	9%	-5
Cc1ccc(N(CC(=O)N2CCCC2)S(C)(=O)=O)cc1C	i	-10
Cc1cccc(/C=N\Nc2cn[nH]c(=O)c2Cl)c1	?	.
CN(C)S(=O)(=O)N1CCCC(C(=O)c2ccc(C(F)(F)F)cc2)C1 (centres undefined)	3%	10
O=C(CSc1nc(-c2ccc(F)cc2)cs1)Nc1ccccn1	-19%	-8
Cc1c(Cl)cccc1NC(=O)CSc1nnc(C)n1CC1CCCO1 (centres undefined)	?	.
O=C(Nc1ccccc1)c1ccccc1NC(=O)[C@H]1CCCC[C@H]1C(=O)O	?	.
Cc1ccc2c(c1)N(CCC(=O)NCc1cccnc1)C(=O)CO2	?	.
CC(NC(=O)c1cc(-c2ccc3c(c2)OCO3)nc2ccccc12)C(C)(C)C (centres undefined)	?	.
CN(C(=O)c1cc2c(s1)-c1ccccc1S(=O)(=O)C2)c1ccccc1F	?	.
O=C(CSc1nc2ccc([N+](=O)[O-])cc2[nH]1)NC1CCCC1	5%	16
O=C(N/N=C/C1CC=CCC1)c1cc(Br)ccc1O (centres undefined)	?	.
CCc1ccccc1NC(=S)N=Nc1c(O)n(C)c2ccc(S(=O)(=O)N3CCOCC3)cc12	-2%	-18
O=C(CSc1nnc(-c2ccccc2Cl)o1)N1CCCC1	?	.
O=C(CSc1nnc(CNC(=O)c2ccc(F)cc2)o1)NCc1ccccc1Cl	?	.
Cc1ccc(C(=O)N2CC(C)OC(C)C2)cc1[N+](=O)[O-] (centres undefined)	?	.
c1cncc(-c2nn3cnnc3s2)c1	i	.
COc1ccccc1NC(=O)C(C(C)C)N1C(=O)c2ccccc2C1=O (centres undefined)	i	.
CC1=CC2=NC(=O)CC(C)(C(=O)N(CC(=O)NC(C)(C)C)Cc3ccccc3)N2C=C1 (centres undefined)	-10%	6
Cc1ccc(-n2nnnc2SCC(=O)Nc2ccccc2N2CCCCC2)cc1C	?	.
O=C(NC(=S)NCCC1=CCCCC1)c1cncc(Br)c1	20%	2
CSc1ccccc1NC(=O)COC(=O)CCCOc1ccc(C)cc1	?	.
COc1ccc(C(=O)NCC2(c3ccccc3)CCOCC2)cc1[N+](=O)[O-]	7%	-4
O=C(CCc1nnc2ccc(NCc3ccco3)nn12)Nc1ccc(F)cc1	i	-26

# The list is partial; rates above refer to the full screens.
